High-throughput results from PubChem.
SENP1 inh – blocks the human SENP1 SUMO protease catalytic domain | 360,000 tested, 0.21% active | inhibition, % at 10 µM | AID 624204 | recombinant SENP1 catalytic domain, CyPet-SUMO1-YPet FRET cleavage;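 active means inhibition at least 30% at 10 µM, raw YFP signal under a set limit, fluorescence ratio 0.5 to 1.5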;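 further: 0% = enzyme with DMSO and 100% = no enzyme wells; some results filed as inactive read as strong as hits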
Target sequence (Q9P0U3 419-644 limits assumed): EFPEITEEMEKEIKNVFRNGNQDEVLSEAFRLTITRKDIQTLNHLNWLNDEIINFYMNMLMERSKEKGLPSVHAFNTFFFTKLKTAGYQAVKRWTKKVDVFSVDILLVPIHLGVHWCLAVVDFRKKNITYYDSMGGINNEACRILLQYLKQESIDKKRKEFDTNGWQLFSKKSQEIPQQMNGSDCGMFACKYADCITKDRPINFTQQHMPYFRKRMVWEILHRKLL
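Test system: human SENP1 catalytic domain; medium: Tris pH 8 buffer plus EDTA, NaCl, BME, BSA, NP40, catalase; incubation: 50 min reaction at room temperature; technique: FRET, CFP and YFP emission; controls: no-enzyme low control and enzyme-plus-DMSO high control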
SENP8 block – inhibitors of human SENP8 protease | Q96LD8 | recombinant SENP8, Nedd8 substrate fluorescence | inhibition, % at 20 µM | 360,000 tested, 0.64% active; in the data active means inhibition mostly above about 40%, no sharp cut-off; inactive means mostly below about 27%
Target sequence (Q96LD8 whole entry, looked up): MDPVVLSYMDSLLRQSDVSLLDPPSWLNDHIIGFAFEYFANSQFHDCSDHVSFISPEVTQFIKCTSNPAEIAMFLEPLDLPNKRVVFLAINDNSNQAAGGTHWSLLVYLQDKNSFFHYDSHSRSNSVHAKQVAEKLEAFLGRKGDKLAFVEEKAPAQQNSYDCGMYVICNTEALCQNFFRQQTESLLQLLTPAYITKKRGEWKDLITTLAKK
NR3A LBD binder – modulates the human NR3A ligand-binding domain. Tm shift relative to glycine control, % at 25 µM. 340,000 tested, 2.5% active. NR3A LBD differential scanning fluorimetry, Tm shift; 0% = protein alone, 100% = glycine-bound protein;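 active means melting temperature shift of at least 10% of the positive control shift, at one fixed dose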
hIAP activ – increases human intestinal alkaline phosphatase activity; P09923; purified human IAP, CDP-Star luminescence, 30 min; stronger effect = higher value; 1 = vehicle-only enzyme, 0 = enzyme-free background; activation factor at 10 µM; 330,000 tested, 0.16% active; AID 2524;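 active means activation factor of the enzyme at least 2-fold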; further: the source names both 10 and 20 µM as test concentration; values of inactives mirror those of a sister screen read the other way
PfGluPho inh – PfG6PD (Plasmodium falciparum) enzyme inhibition | PfGluPho enzyme, NADPH resazurin-diaphorase fluorescence | inhibition, % at 20 µM | 350,000 tested, 0.78% active;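 active means inhibition reaching at least a set limit at 20 µM in the primary screen, cut at about 59% in these data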;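 further: 0% = DMSO wells with substrate and 100% = DMSO wells lacking glucose-6-phosphate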
SENP6 inh – inhibitors of human SENP6 protease; AID 2599; 330,000 tested, 1.8% active; inhibition, % at 10 µM; Q9GZR1; Recombinant SENP6 catalytic domain, aminoluciferin luminescence;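 active means inhibition above about 50% at the single tested dose, limit read from the data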;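 further: plate controls were DMSO wells with enzyme for no effect and DMSO wells lacking enzyme for full effect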
MPTP block – inhibitors of mitochondrial permeability transition pore; isolated mouse mitochondria, Ca2+ swelling absorbance, 30 min; AID 602449; inhibition, % at 10 µM; 360,000 tested, 1.4% active;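 active means inhibition of 50% or more, scaled per plate between neutral and stimulator controls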;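 further: 0% = DMSO wells given calcium and 100% = 1 mM EGTA wells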
ATG4B inh – inhibitors of human ATG4B cysteine protease; Q9Y4P1; ATG4B cleavage of LC3-PLA2, NBD-HPC fluorescence, 1 h; inhibition, % at 8.33 µM; 340,000 tested, 0.51% active; AID 504462; in the data active means inhibition above about 40%
Target sequence (Q9Y4P1 whole entry, looked up): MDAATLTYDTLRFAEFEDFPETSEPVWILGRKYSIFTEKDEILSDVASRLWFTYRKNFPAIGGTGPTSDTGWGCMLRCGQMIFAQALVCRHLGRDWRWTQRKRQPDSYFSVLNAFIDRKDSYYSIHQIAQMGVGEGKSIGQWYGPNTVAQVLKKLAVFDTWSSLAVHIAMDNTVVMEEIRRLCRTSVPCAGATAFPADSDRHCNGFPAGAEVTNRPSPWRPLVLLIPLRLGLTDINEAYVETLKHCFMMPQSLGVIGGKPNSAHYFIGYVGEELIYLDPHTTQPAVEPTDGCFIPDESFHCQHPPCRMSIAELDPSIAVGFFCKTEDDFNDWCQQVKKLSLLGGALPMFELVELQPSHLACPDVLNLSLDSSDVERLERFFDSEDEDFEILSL
* = called active by the depositor; i = inactive; . = not tested or not shown.

Sample of the layout:
# | SMILES | MPTP block | PfGluPho inh | NR3A LBD binder | hIAP activ
1 | COc1ccc(CCNC(=O)CCCOc2ccc(Cl)cc2)cc1OC | -0.3 | -3 | 2 | 0.73
2 | CCC1=NN(C(=O)C(=O)Nc2ccc(OC)cc2)C(O)(C(F)(F)F)C1 (configuration not stated) | 1.9 | 5 | -4 | 1.1
3 | CCOc1ccc(NC(=O)CN(C)C(=O)c2sccc2-c2ccccc2)cc1OCC | 0.0 | -1 | -1 | 1
4 | CCCCN(CC)C(=O)c1ccc(Cl)c(Cl)c1 | -1.0 | -13 | -1 | 1

# | ATG4B inh | SENP6 inh | SENP8 block | SENP1 inh
1 | -8 | -11 | 12 | 1
2 | 0 | -11 | 13 | 0
3 | 2 | -8 | -1 | -2
4 | -10 | -5 | 8 | 0

Results, previewed entries included:
# | SMILES | MPTP block | PfGluPho inh | NR3A LBD binder | hIAP activ
1 | COc1ccc(CCNC(=O)CCCOc2ccc(Cl)cc2)cc1OC | -0.3 | -3 | 2 | 0.73
2 | CCC1=NN(C(=O)C(=O)Nc2ccc(OC)cc2)C(O)(C(F)(F)F)C1 (configuration not stated) | 1.9 | 5 | -4 | 1.1
3 | CCOc1ccc(NC(=O)CN(C)C(=O)c2sccc2-c2ccccc2)cc1OCC | 0.0 | -1 | -1 | 1
4 | CCCCN(CC)C(=O)c1ccc(Cl)c(Cl)c1 | -1.0 | -13 | -1 | 1
5 | Fc1ccccc1C1CC(c2ccco2)=Nc2ccccc2S1 (configuration not stated) | 0.8 | 58 | 1 | 0.88
6 | CC(C)(C)C(=O)N1N=C(c2ccc(NS(C)(=O)=O)cc2)CC1c1cccs1 (configuration not stated) | 1.2 | -8 | -5 | 0.99
7 | O=C(Cn1cnc2cc([N+](=O)[O-])ccc2c1=O)N1CCN(S(=O)(=O)c2ccccc2)CC1 | 0.0 | -1 | 1 | 1.2
8 | CN1CCN(C(=O)c2ccc3c(c2)N(Cc2ccccc2)CCS3)CC1 | 1.4 | -6 | -1 | 0.92
9 | COc1ccc(OCC(O)CNCCOc2ccccc2OC)c(C(C)(C)C)c1 (configuration not stated) | 1.8 | 5 | -1 | 0.96
10 | Clc1ccc(C2=NNC(=NCc3ccc4c(c3)OCO4)SC2)cc1 | 2.6 | 44 | -7 | .

# | ATG4B inh | SENP6 inh | SENP8 block | SENP1 inh
1 | -8 | -11 | 12 | 1
2 | 0 | -11 | 13 | 0
3 | 2 | -8 | -1 | -2
4 | -10 | -5 | 8 | 0
5 | 53* | -5 | -3 | -9
6 | 19 | -6 | -341 | -3
7 | -2 | 0 | -87 | -32
8 | -15 | 3 | -414 | 2
9 | -6 | 2 | 22 | 0
10 | -2 | . | 3 | 0

Other records follow.
# | SMILES | MPTP block | PfGluPho inh | NR3A LBD binder | hIAP activ
11 | COc1ccc2c(c1)C(C)=CC(C)(C)N2C(=O)CN1C(=O)CCC1=O | -0.4 | -4 | 0 | 0.87
12 | O=C1NC(c2ccccc2)=C(c2nc3ccccc3s2)C(c2ccccc2)N1 (configuration not stated) | -3.5 | 0 | -6 | 0.91
13 | COc1ccc(/C=N/OC(=O)Nc2ccccc2)cc1[N+](=O)[O-] | 2.7 | -1 | -2 | 1.1
14 | CC1CCN(CC(O)COc2ccc(-c3ccccc3)cc2)CC1 (configuration not stated) | 1.3 | -19 | 0 | 1
15 | Cc1ccc(NS(=O)(=O)c2ccccc2[N+](=O)[O-])cc1S(=O)(=O)N1CCCCC1 | -0.4 | -28 | -4 | 0.99
16 | CC(C)C(C(=O)Nc1ccccc1)N1C(=O)c2ccccc2C1=O (configuration not stated) | 0.0 | 0 | -2 | 1
17 | NC(=O)c1ccc(NC(=O)COC(=O)CCC2CCCCC2)cc1 | 0.9 | -15 | -6 | 0.98
18 | CCOC(=O)N1CCN(S(=O)(=O)c2ccc(C)cc2)CC1 | -1.1 | -14 | -1 | 0.98
19 | Oc1ccc(N2CCN(c3nnnn3-c3ccccc3)CC2)cc1 | -1.5 | 47 | -2 | 1
20 | CC(C)(C)Sc1ccccc1S(=O)(=O)C(C)(C)C | -0.3 | 8 | 0 | 0.86

# | ATG4B inh | SENP6 inh | SENP8 block | SENP1 inh
11 | -3 | -2 | 13 | 0
12 | -7 | 0 | -63 | 0
13 | -9 | 29 | 28 | 1
14 | -10 | 1 | 9 | -1
15 | -6 | -2 | 16 | 0
16 | -9 | -14 | 1 | 2
17 | 10 | -24 | -1 | 4
18 | 0 | -14 | 29 | -3
19 | -4 | 5 | 7 | 2
20 | -1 | 12 | 4 | 3

More structures.
# | SMILES | MPTP block | PfGluPho inh | NR3A LBD binder | hIAP activ
21 | OCCNCc1cc(Br)ccc1OCc1ccc(Cl)cc1 | 4.0 | 21 | 1 | 1.1
22 | O=C1N[C@@H](c2ccccc2)COC(=O)[C@H](Cc2ccc(F)cc2)CC/C=C/C[C@@H]1CC(=O)N(CCO)Cc1ccccc1 | 4.0 | 2 | -7 | 0.96
23 | Cc1c2cnn(CC(=O)NCCN3CCOCC3)c(=O)c2c(C)n1Cc1ccccc1F | -1.3 | -14 | -1 | .
24 | CCOc1cc(S(=O)(=O)N2CC=C(c3ccc(F)cc3)CC2)c(OCC)cc1-n1cnnn1 | 2.0 | -4 | 1 | 1
25 | CCOC(=O)c1c(-c2ccccc2)oc2cc(Br)c(O)c(C=O)c12 | 2.4 | 22 | -7 | .
26 | Nc1nc(Cl)cc(Oc2ccccc2F)n1 | 1.7 | 3 | 1 | 1
27 | CCCCCc1c(C)nc(N2CCOCC2)[nH]c1=O | -0.8 | 5 | 2 | 1.2
28 | COc1ccccc1CNC(=O)CS(=O)(=O)c1ccccc1 | -0.8 | -9 | 1 | 0.97
29 | COc1ccc(NC(=O)CCNC(=O)Cn2cnc3sc4c(c3c2=O)CCCC4)c(OC)c1 | -1.2 | 7 | -4 | 1
30 | CCCCOc1ccc(C2C(C(=O)c3ccc(C)o3)=C(O)C(=O)N2Cc2ccco2)cc1 (configuration not stated) | -2.4 | . | . | 1

# | ATG4B inh | SENP6 inh | SENP8 block | SENP1 inh
21 | 5 | -5 | 16 | 0
22 | 48* | -7 | 8 | 4
23 | 3 | . | -3 | 1
24 | -17 | 15 | -92 | 3
25 | 50* | . | -30 | -26
26 | 0 | -8 | 13 | 1
27 | -7 | -17 | -290 | 0
28 | -6 | 2 | -9 | 2
29 | 2 | -35 | 9 | -1
30 | . | -5 | -27 | -3

Remaining list, next part.
# | SMILES | MPTP block | PfGluPho inh | NR3A LBD binder | hIAP activ
31 | Cn1c(=O)n(C)c2cc(/C=C(/C#N)C(=O)NCc3ccco3)ccc21 | -1.9 | 9 | 1 | 0.98
32 | CC[C@]12c3[nH]c4cc(CCC(=O)N(C)C)ccc4c3CCN1C(=O)[C@@H](CC(=O)NCCCOC)C[C@@H]2C(=O)N1CCN(C(=O)C2CC2)CC1 | -2.1 | -1 | 0 | .
33 | COCCNC(=O)Cn1cnc([N+](=O)[O-])n1 | -0.8 | -21 | -1 | 0.97
34 | COc1ccc(-c2nc(CSCC(=O)NCc3ccco3)c(C)o2)cc1 | 4.4 | 3 | 3 | 0.89
35 | CN(c1ccccc1)S(=O)(=O)c1ccc(C(=O)NCc2cccnc2)cc1 | -2.7 | 0 | . | .
36 | COc1ccc(-c2c(-c3ccsc3)oc3ccc(N4CCOCC4)cc23)cn1 | 0.2 | 23 | 0 | 0.91
37 | CC(C)(CNC(=O)c1ccc(NS(=O)(=O)c2ccc(Br)cc2)cc1)N1CCOCC1 | -0.9 | -14 | -2 | 1
38 | Fc1cccc(Cl)c1-c1nnc2ccc(N3CCOCC3)nn12 | 2.1 | 5 | 1 | 1
39 | COc1ccc(Cl)cc1NC(=O)CN(C)C(=O)c1cn(-c2ccccc2)nc1-c1cccs1 | 0.5 | 9 | . | .
40 | COc1ccc(NC(=O)Nc2nnc(-c3ccco3)s2)cc1 | 27 | 8 | 6 | 1.1

# | ATG4B inh | SENP6 inh | SENP8 block | SENP1 inh
31 | -2 | 13 | -104 | -4
32 | . | . | -2 | 1
33 | 4 | -24 | 25 | 3
34 | -8 | 8 | 11 | -3
35 | . | . | 10 | 5
36 | -8 | -2 | i | 0
37 | 7 | -6 | -1 | 3
38 | -6 | 13 | -4 | -1
39 | . | . | -3 | 2
40 | -11 | 9 | -78 | -14

Next part
# | SMILES | MPTP block | PfGluPho inh | NR3A LBD binder | hIAP activ
41 | COc1ccc(OCC(=O)OCC(=O)N2CC(=O)Nc3ccccc32)cc1 | 0.7 | 4 | -1 | 1.1
42 | COc1ccc(S(=O)(=O)N2CCOCC2)cc1NC(=O)CSc1cc(C)ccc1C | -0.5 | 9 | 6 | 1.2
43 | CCC(C)NC(=O)Cn1nc(C(F)(F)F)c2c1CCCC2 (configuration not stated) | -1.5 | -22 | -1 | 1.1
44 | Cc1cc2cc(CNC(=O)c3ccc(S(=O)(=O)N(C)C)cc3)ccc2n1C | 1.2 | 9 | 2 | 0.77
45 | CN(C)C(CNC(=O)c1cccnc1Sc1ccccc1)c1ccco1 (configuration not stated) | 2.6 | -6 | 3 | 0.98
46 | Cn1cc([N+](=O)[O-])c(C(=O)N/N=C/c2ccncc2)n1 | -0.6 | -7 | -1 | 0.8
47 | Cc1ccc2c(c1)c1nnc(SCC(=O)Nc3ccccc3C(F)(F)F)nc1n2CC(=O)O | 0.5 | -13 | -1 | 0.93
48 | O=C(COc1ccccc1)Nc1ccc(OC(F)(F)C(F)F)c(NC(=O)COc2ccccc2)c1 | 5.9 | 0 | -3 | 0.94
49 | FC(F)(F)c1ccc2c(c1)N1CCCC1CN2 (configuration not stated) | 1.2 | -8 | 0 | 0.9
50 | CN(CC(=O)N1CCN(c2ccccn2)CC1)S(=O)(=O)c1cccc2nsnc12 | -0.3 | 3 | 1 | 0.99

# | ATG4B inh | SENP6 inh | SENP8 block | SENP1 inh
41 | -4 | -5 | 21 | 5
42 | 0 | -14 | -2 | 4
43 | -1 | -16 | 24 | 2
44 | 2 | 10 | -48 | -2
45 | 0 | 0 | -12 | -5
46 | 3 | -5 | 10 | 3
47 | 22 | 10 | 6 | -1
48 | 6 | -7 | 2 | 1
49 | -6 | 17 | -136 | -36
50 | -10 | -9 | 5 | 1

Other compounds
# | SMILES | MPTP block | PfGluPho inh | NR3A LBD binder | hIAP activ
51 | CN(C)CCCNC(=S)Nc1ccc(Br)cc1 | -0.9 | -12 | 0 | 1.1
52 | O=C(Nc1nc(N2C(=O)c3ccccc3C2=O)n(-c2ccccc2)n1)c1ccc(F)cc1 | 1.7 | -43 | 4 | 1.3
53 | Cc1ccc2c(c1)N(C(=O)CCC(=O)N1CCN(c3ccccc3)CC1)CCO2 | -2.1 | 18 | 0 | 0.89
54 | CCOC(=O)[C@@H]1[C@H]2COc3cc(OC)ccc3[C@H]2N2C(=O)N(c3ccc(C)cc3)C(=O)[C@@]12C | -1.8 | 22 | -2 | 1
55 | Cc1cc(C)c(NC(=O)C2c3ccccc3Oc3ccccc32)c(C)c1 | 5.3 | 5 | -1 | 0.83
56 | CCOC(=O)c1cc(C(=O)OCC)c2cc(Br)ccc2n1 | -2.3 | 16 | 3 | 1
57 | COC(=O)c1[nH]c2cc(OC)ccc2c1NC(=O)c1c(F)cccc1F | 2.0 | 4 | 0 | 1.2
58 | Cn1cccc1Cc1nnc(SCC(=O)NCc2ccc3c(c2)OCO3)n1CCc1ccccc1 | -2.7 | -1 | 2 | 1
59 | CC(C)=CCN1CCN(Cc2cc(CC(C)C)n[nH]2)CC1CCO (configuration not stated) | 0.3 | -6 | -1 | 1.1
60 | O=C1NC(=S)N/C1=C/c1cccc2ccccc12 | -0.5 | 3 | -3 | 1.4

# | ATG4B inh | SENP6 inh | SENP8 block | SENP1 inh
51 | -7 | 8 | 33 | 0
52 | -10 | 4 | 20 | 3
53 | -6 | 13 | 9 | 3
54 | -12 | 2 | 12 | -1
55 | 0 | 7 | 22 | -1
56 | 4 | -6 | 10 | 1
57 | -3 | 3 | 21 | -2
58 | 7 | 4 | 2 | -1
59 | -2 | -4 | 25 | 2
60 | -5 | -10 | -24 | 1
